Source: PubChem BioAssay
EP2 modulator – EP2 receptor modulators, cAMP readout, primary screen, cell-based, HTRF cAMP, PGE2 stimulation. EP2-expressing cells, cAMP HTRF FRET, PGE2 co-stimulation. 260,000 tested, 0.83% active. induction, % at 25 µM. Prostaglandin E2 receptor EP2 subtype (Homo sapiens), P43116. AID 940, 2007;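 active = compounds whose cAMP rise, as percent of the full-agonist control response, exceeds 60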;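 note: rat C6 glioma line stably carrying human EP2 under a CMV promoter; the protocol text gives 20 µM as final concentration; 100% = response of wells given 1 µM PGE2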
Ba/F3 V617F tox – reduced viability of JAK2V617F-dependent Ba/F3 cells, primary screen, JAK2V617F inhibitor project, cell-based, Ba/F3 EpoR-JAK2V617F, luminescence | ATP luminescence | inhibition, % at 5.6 µM | 220,000 tested, 1.1% active | AID 1446, 2008;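 active = inhibition above the campaign mean plus 3 SD over all tested compounds, cut at about 24% in these data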;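 note: cytokine-independent growth of Ba/F3 cells driven by EpoR plus mutant JAK2; 0% = DMSO-treated cells and 100% = JAK inhibitor I control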
TRPML3 agonist – human TRPML3 channel agonists, primary screen, cell-based, HEK293 TRPML3-YFP, Fluo-8 calcium fluorescence, 3 µM; activation, % at 3 µM; 100% = the carbachol control signal; 220,000 tested, 0.29% active; Mucolipin-3 (Homo sapiens), Q8TDD5; AID 1448, 2008;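 active = activation above its plate's cutoff, the mean activation of the plate's test wells plus 3 SD, cut at about 12% in these data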;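 note: 0% = DMSO only wells and 100% = carbachol wells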
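system = HEK293 cells stably carrying human TRPML3-YFP | doses = one concentration, 3 µM nominal, 0.3% DMSO | timing = dye loading 1 h 37 °C then 30 min ambient, 125 s read | detection = Fluo-8 calcium dye fluorescence, ex 470-495, em 515-575 nm | benchmarks = high control carbachol 87 µM, low control DMSO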
BaF3 parental – parental Ba/F3 cell viability inhibition, counter-screen for JAK2V617F inhibitor project, murine pro-B, CellTiter-Glo luminescence. CellTiter-Glo ATP luminescence. inhibition, % at 5.6 µM. 220,000 tested, 1.1% active. AID 1486, 2009;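 active = inhibition above a per-campaign cutoff, the mean inhibition of all tested compounds plus 3 SD, cut at about 27% in these data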;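 note: 0% = DMSO wells and 100% = JAK Inhibitor I control wells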
S1P4 antag – S1P4 receptor antagonists, primary screen, cell-based; Sphingosine 1-phosphate receptor 4 (Homo sapiens), O95977; S1P4-expressing cells, antagonist mode, reporter read-out; inhibition, % at 4.98 µM; 220,000 tested, 0.26% active; AID 1510, 2009; in the data active = inhibition above about 29%;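 note: 0% = wells stimulated with agonist and 100% = vehicle wells without agonist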
zfTRPN1 agonist – zebrafish TRPN1 channel agonists, primary screen, cell-based, HEK293, calcium fluorescence. HEK293 zebrafish TRPN1-YFP, Fluo-8 calcium fluorescence; 100% = response to 87 µM carbachol. transient receptor potential cation channel N1 (TRPN1/NompC), Danio rerio. 220,000 tested, 0.18% active. activation, % at 3 µM;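 active = activation above its plate's cutoff, the mean activation of test wells on that plate plus 3 SD, cut at about 19% in these data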;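 note: 0% = DMSO alone and 100% = 87 µM carbachol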
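Material – zebrafish TRPN1-YFP in HEK293 cells · Doses – 3 µM single point · Schedule – dye 1 h 37 °C plus 30 min RT · Signal – Fluo-8 calcium fluorescence, excitation 470-495 nm, emission 515-575 nm · Read-out – % activation versus carbachol response · Control set – carbachol high, DMSO low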
PERK inh – block of dimerizer-induced PERK translation repression, primary screen, PERK inhibitor project, CHO PERK-DD cells, SEAP luminescence, HTS | AID 1416, 2008 | inhibition, % at 5.6 µM | Eukaryotic translation initiation factor 2-alpha kinase 3 (Homo sapiens), Q9NZJ5 | CHO PERK-DD fusion, SEAP luminescence translation reporter | 220,000 tested, 0.17% active;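 active = inhibition above the mean inhibition of all tested compounds plus 3 SD, set separately per screening campaign, cut at about 2.9% in these data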;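 note: PERK kinase domain activated by AP20187 dimerizer at 100 nM; 0% = DMSO with dimerizer and 100% = rapamycin at 8.4 µM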
Target sequence (Q9NZJ5 whole entry, looked up, the tested form may be a part): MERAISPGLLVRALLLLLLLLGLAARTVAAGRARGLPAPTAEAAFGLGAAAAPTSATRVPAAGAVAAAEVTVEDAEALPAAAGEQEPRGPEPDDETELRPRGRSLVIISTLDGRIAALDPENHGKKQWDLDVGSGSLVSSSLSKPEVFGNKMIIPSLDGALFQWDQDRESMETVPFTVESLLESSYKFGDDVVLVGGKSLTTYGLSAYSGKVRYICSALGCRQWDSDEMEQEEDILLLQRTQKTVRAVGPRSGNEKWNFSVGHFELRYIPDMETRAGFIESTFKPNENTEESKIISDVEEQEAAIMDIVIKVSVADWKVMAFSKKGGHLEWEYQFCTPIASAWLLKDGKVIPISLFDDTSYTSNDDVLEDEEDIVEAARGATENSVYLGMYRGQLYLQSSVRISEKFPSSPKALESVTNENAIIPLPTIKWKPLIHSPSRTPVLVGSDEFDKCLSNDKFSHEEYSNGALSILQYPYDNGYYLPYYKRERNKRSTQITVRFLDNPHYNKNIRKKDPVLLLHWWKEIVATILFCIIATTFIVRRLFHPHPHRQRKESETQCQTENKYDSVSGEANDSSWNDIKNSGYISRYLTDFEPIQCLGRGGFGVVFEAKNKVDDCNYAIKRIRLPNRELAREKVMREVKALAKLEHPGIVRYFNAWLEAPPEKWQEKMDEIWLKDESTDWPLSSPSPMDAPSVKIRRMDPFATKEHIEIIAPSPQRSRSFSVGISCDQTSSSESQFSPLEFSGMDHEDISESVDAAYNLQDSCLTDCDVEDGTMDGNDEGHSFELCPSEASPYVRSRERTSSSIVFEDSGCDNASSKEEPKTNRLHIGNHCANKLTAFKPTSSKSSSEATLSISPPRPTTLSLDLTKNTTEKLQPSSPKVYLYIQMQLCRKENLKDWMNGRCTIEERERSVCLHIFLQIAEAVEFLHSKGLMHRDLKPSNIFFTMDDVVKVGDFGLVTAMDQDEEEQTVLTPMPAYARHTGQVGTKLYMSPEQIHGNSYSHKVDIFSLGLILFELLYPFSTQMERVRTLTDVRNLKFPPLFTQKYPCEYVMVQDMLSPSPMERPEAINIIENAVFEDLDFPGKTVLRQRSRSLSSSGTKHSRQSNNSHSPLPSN
S1P4 agonist – S1P4 receptor agonists, primary screen, cell-based; Sphingosine 1-phosphate receptor 4 (Homo sapiens), O95977; S1P4-expressing cell line, agonist reporter assay; 220,000 tested, 0.35% active; AID 1509, 2009; activation, % at 4.98 µM; in the data active = activation above about 11%;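 note: 0% = DMSO vehicle and 100% = reference agonist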
Calpain2 inh – inhibitors of pig calpain II, primary screen, biochemical, fluorogenic peptide substrate, 1536-well; purified calpain II, 30 min; inhibition, % at 16 µM; 220,000 tested, 0.37% active;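 active = inhibition above about 50%, limit read from the data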
Numbers without * were called inactive; i = inactive; & = joins results of further samples. Outcome played no part in choosing rows; about 3.6% have a hit in one of these screens.

SMILES	EP2 modulator	Ba/F3 V617F tox	TRPML3 agonist	BaF3 parental	S1P4 antag	zfTRPN1 agonist	PERK inh	S1P4 agonist	Calpain2 inh
O=c1sc(Nc2ccccc2)nc2ccsc12	33	1	0.7	0	-13	1.1	0.5	2.9	-15
C/C(=N\NC(=O)c1c(Cl)c(C)nn1C)c1ccc(NC(=O)c2ccncc2)cc1	-57	5	-0.4	11	-22	-1.0	-0.5	-1.2	-10
CCc1nccn1S(=O)(=O)c1cc(C)c(OC)cc1C	27	2	0.8	4	0	0.3	0.7	0.6	13
Cc1[nH]c2ccc(Br)cc2c(=S)c1C/C=C/Cl	-5	-1	0.0	0	9	1.1	-0.3	-1.4	-33
COc1ccc(C(=O)NNC(=O)C(=O)Nc2ccc(C)c(Cl)c2)cc1	5	3	-0.8	7	-3	1.4	-0.2	1.0	-39
CCC(Sc1nc2c(cnn2-c2ccccc2)c(=O)[nH]1)C(=O)OC (configuration not stated)	1	-4	-0.1	4	-11	1.0	1.3	-0.9	-44
CCCN1Cc2cccc(C(=O)Nc3cc(OC)cc(OC)c3)c2C1=O	42	-1	0.2	1	2	-0.1	0.1	2.0	-18
Clc1ccc(SCCOCCN2CCc3ccccc3C2)cc1	-18	-3	-0.3	3	9	-0.7	1.4	0.4	29
O=C(c1ccncc1)N1CCN(c2ccc(F)cc2)CC1	-2	0	1.0	3	1	3.3	-0.5	-0.6	-7
CCOc1ccc(NC(=O)NC(C)CC)cc1 (configuration not stated)	-6	-1	0.7	1	9	0.3	1.0	1.6	-8
COc1ccccc1-c1c(C#N)c(N)nc2c1CCC2	4	4	-0.3	0	12	-0.5	0.5	1.9	-87
COc1cccc(/C=N\NC(=O)C2C(=O)NCC2c2ccccc2)c1O (configuration not stated)	12	-1	0.9	4	-23	2.1	1.4	-0.6	-87
COc1ccc(NS(=O)(=O)c2ccc(N)c(C(=O)O)c2)cc1	-9	-2	1.1	-3	-18	0.2	0.3	1.1	-8
Cc1ccc(OC/C(=N\O)C(C)(C)C)c([N+](=O)[O-])c1	10	3	-0.1	11	-6	-1.5	1.1	1.4	-3
Cc1ccccc1OCCN(C#N)c1nc(N(C)C)nc(N(C)C)n1	55	3	-0.1	4	-13	-0.8	0.2	0.2	28
O=C(COc1ccc2ccccc2c1)NCCc1ccc2c(c1)OCCO2	-67	-6	0.0	0	-4	0.4	0.4	0.5	18
O=C(c1ccc(CNS(=O)(=O)c2ccccc2)cc1)N1CCN(c2ccccn2)CC1	3	-2	2.8	5	-12	6.4	0.6	-0.6	13
Cn1nc(C(F)(F)F)c(-c2cccc(C(F)(F)F)c2)c1NC(=O)Nc1ccc(F)cc1	-30	1	8.7	-2	17	17	-0.9	-0.6	13
COc1ccc(C(=O)Nc2ccc(C(=O)NCCc3ccccc3)cc2)cc1	-25	0	1.0	3	-20	0.1	0.3	-0.7	-25
O=C(O)CCn1cc(/C=C/C(=O)c2ccc(Cl)cc2)c(-c2ccc(Br)cc2)n1	-7	1	0.2	6	2	-0.9	1.0	0.0	-76
CCN(CC)CCCNC(=O)CCC(=O)Nc1ccc2nc(N3CCCCC3)cc(C)c2c1	-12	4	-0.3	2	-13	-0.8	0.8	-0.8	-397
C/C(=N\OCC(=O)Nc1c(C)cc(C)cc1C)c1ccc2c(c1)OCCO2	-13	-3	-0.9	1	3	-2.7	-0.3	3.6	7
CCOc1ccccc1-n1c(SCC(=O)N(CC)CC)nnc1-c1ccccn1	1&-6	-4	0.3	-2	-4	0.3	0.1	-2.0	-1
O=C(O)C1CC(=O)N(Cc2cccs2)C1 (configuration not stated)	-7	-2	0.4	3	1	2.4	0.6	-0.9	-48
c1ccc(CSC2=NNC(c3ccccn3)S2)cc1 (configuration not stated)	-19	4	-0.4	-4	6	0.9	-0.3	-0.7	10
C[C@H]1C(=O)N(C)CCN1Cc1cn(C)nc1-c1ccc(Oc2ccccc2)cc1	-31	-1	2.1	1	-2	4.7	-0.8	-0.3	-13
CCOc1cc(C)c(Cl)cc1S(=O)(=O)n1nnc2ccccc21	-1	3	-0.7	3	-3	4.3	-0.5	-0.8	-5
CC(C)C(=O)NC(=S)Nc1nnn(C)n1	13	0	0.5	5	-28	1.9	1.4	2.2	4
Cc1cccc(CC2S/C(=N/c3ccccn3)NC2=O)c1 (configuration not stated)	-14	0	-0.3	4	7	0.6	-0.4	0.7	23
CCOC(=O)C1CCN(C(=O)Nc2ccc(C)c(Cl)c2)CC1	16	-3	0.4	1	4	1.7	-0.2	-2.5	-3
Cc1ccc2c(c1)C(c1ccccc1)CC(=O)O2 (configuration not stated)	10	1	-1.6	-2	1	-2.6	-0.5	0.0	-4
Cc1ccc(NC(=O)CC(NCCN2CCOCC2)C(=O)O)cc1Cl (configuration not stated)	5	2	0.7	6	-3	1.2	1.5	0.6	-8
COc1cc2c(C(=O)N3CCN(c4ccccc4C)CC3)c(C)oc2cc1Br	-17	-3	0.5	1	-17	-0.4	-0.2	3.2	-11
CCCC(CCC)C(=O)Nc1cccc(C(=O)O)c1	8	-1	1.2	3	-13	0.3	1.2	2.1	-25
CCO[C@H]1OC(C(=O)NCc2ccccc2)=C[C@@H](C2CC2)[C@@H]1CCCO	-11	1	-0.3	8	25	0.2	0.1	0.1	14
Cc1ccc(-n2c(-c3ccccc3)c[n+]3c2CCC3)cc1	-32	77*	0.7	68*	-20	1.3	0.3	1.3	-12
C=CCNc1oc(-c2cccs2)nc1C#N	-16	-1	0.0	5	6	-0.6	0.3	1.7	i
COCC(=O)c1[nH]c2ccccc2c1C	0	-3	0.4	0	-7	-0.1	0.6	2.1	-44
CC1CC(Nc2ccccc2)=CC(=O)O1 (configuration not stated)	14	-2	0.7	1	0	0.0	2.0	-0.9	-10
O=C1CCCc2nc3c(cc21)C(O)Oc1ccccc1-3 (configuration not stated)	-38	-2	1.0	-2	-8	-0.7	1.0	1.0	i
CCOc1cc(S(=O)(=O)Nc2ccc(Cl)cn2)ccc1Cl	22	-2	0.4	2	-15	-0.1	0.5	-1.0	-2
O=C(CN1C(=O)CC(c2ccccc2)S(=O)(=O)c2ccccc21)N1CCCC1 (configuration not stated)	2	-1	0.9	6	-3	1.0	1.2	1.5	-14
CCOc1ccc(OCCCCN2CCCC2)cc1	-12	4	1.2	7	-12	-0.7	-1.8	2.1	-8
Cc1csc(NC(=O)CSc2nncc(=O)n2N)n1	-6	3	1.1	3	5	1.3	0.3	0.3	25
CN(C)S(=O)(=O)c1ccc(NC(=S)NC(=O)c2cccs2)cc1	-25	4	1.1	11	-2	0.9	0.6	0.7	9
Brc1ccccc1-c1nnc(CSc2nnc3sc4ccccc4n23)o1	-2	0	0.1	5	-29	1.0	-0.4	1.4	-62
Cc1ccc(NC(=O)COc2ncnc3ccccc23)cc1S(=O)(=O)N1CCOCC1	24	0	0.4	-1	0	-1.4	0.3	0.9	-4
NC(=O)c1ccc(NC(=O)COC(=O)c2ccccc2Nc2ccccc2)cc1	0	-3	1.2	0	0	0.2	1.0	-0.5	-17
CC(C)(C)NC(=O)NC(=O)COC(=O)C1CC(=O)N(Cc2ccccc2)C1 (configuration not stated)	10	4	0.5	3	-12	1.3	-0.2	-0.2	-18
CCN(CC)CCNC(=O)c1ccc(NC(=O)c2cccc(S(=O)(=O)Nc3ccc(C)cc3)c2)cc1	-77	4	0.1	5	-1	0.3	-0.3	1.1	0
Cc1cc(NC(=O)/C=C/c2ccc(F)cc2)n(-c2nc3ccccc3[nH]2)n1	-35	-3	-0.1	1	2	0.2	0.1	-1.6	-44
N#Cc1ccc(Cl)cc1NC(=O)CSc1nc2nc(-c3cccs3)cc(C(F)(F)F)c2c(=O)[nH]1	36	-3	1.2	0	18	-0.2	0.7	-0.9	-39
CCOC(=O)C1=C(C)N(C)C(C)=C(C(=O)OCC)C1c1ccncc1	10	-3	-0.9	2	-14	-2.7	-1.1	0.4	9
O=C(NNC(=O)C1CCCN(S(=O)(=O)c2cccc(F)c2)C1)C1CC1 (configuration not stated)	-3	3	0.5	5	-7	-0.5	0.5	-0.2	-2
O=C(Nc1nc(-c2cc3ccccc3oc2=O)cs1)c1ccco1	-31	1	0.2	4	-11	1.6	0.8	0.3	-263
Cn1c2ccccc2c2c(C(=O)NCCCN3CCCC3=O)cn(C3CCCCC3)c(=O)c21	5	0	0.4	11	5	1.8	-1.1	0.8	-171
C/C(=N/O)c1ccccn1	2	-2	0.5	1	-4	-1.1	1.2	-0.5	24
COc1ccc(N2CCN(C(=O)c3ccc(F)cc3)CC2)c([N+](=O)[O-])c1	-52	-4	1.9	0	-2	3.2	1.3	-0.3	7
Cc1cc2c(sc3c(C)ccc(C)c32)c(C)n1	46	-5	-0.5	5	-8	-2.6	0.9	0.3	-61
Cc1nn(C)c(C)c1CNC(=O)Nc1cccc(Cl)c1C	15	-2	0.1	12	8	0.1	-1.0	-0.1	-19
More results follow:
SMILES	EP2 modulator	Ba/F3 V617F tox	TRPML3 agonist	BaF3 parental	S1P4 antag	zfTRPN1 agonist	PERK inh	S1P4 agonist	Calpain2 inh
COc1cccc(CNC(=O)c2n[nH]c3ccccc23)c1	-25	4	-0.4	3	-9	1.0	0.3	1.4	10
Nc1nc(SCC(=O)Nc2ccccc2-c2ccccc2)n[nH]1	23	-2	-0.8	3	-19	1.3	1.5	0.1	24
C=CCSc1nnc(NC(=O)CSc2nc3ccccc3[nH]2)s1	-16	2	-0.5	6	-10	-0.4	0.5	1.2	-42
COc1cccc(-n2nnc3c(=O)n(Cc4ccccc4Cl)cnc32)c1	22	-2	0.9	-2	-2	0.5	0.9	-2.0	4
CSCCC(NS(=O)(=O)c1ccc(Cl)cc1)C(=O)OCc1cccc(Cl)c1 (configuration not stated)	30	1	0.3	5	-14	1.2	-0.4	1.2	8

4 compounds from above, arranged by length of the SMILES, rising.
SMILES	EP2 modulator	Ba/F3 V617F tox	TRPML3 agonist	BaF3 parental	S1P4 antag	zfTRPN1 agonist	PERK inh	S1P4 agonist	Calpain2 inh
Cc1cc2c(sc3c(C)ccc(C)c32)c(C)n1	46	-5	-0.5	5	-8	-2.6	0.9	0.3	-61
COc1cccc(CNC(=O)c2n[nH]c3ccccc23)c1	-25	4	-0.4	3	-9	1.0	0.3	1.4	10
C=CCSc1nnc(NC(=O)CSc2nc3ccccc3[nH]2)s1	-16	2	-0.5	6	-10	-0.4	0.5	1.2	-42
COc1cccc(-n2nnc3c(=O)n(Cc4ccccc4Cl)cnc32)c1	22	-2	0.9	-2	-2	0.5	0.9	-2.0	4
